IMP-1 inh: inhibitors of Pseudomonas aeruginosa IMP-1 metallo-beta-lactamase. purified IMP-1, nitrocefin hydrolysis, epi-absorbance fluorescence. inhibition, % at 5.6 µM. hit rate 0.45% among 290,000. AID 1556;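 active means inhibition above the mean plus 3 SD of all compounds in the same screening run, cut at about 4.5% in these data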;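 further: 0% = IMP-1 with DMSO and 100% = DMSO wells lacking enzyme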
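Assay system: purified IMP-1; Quantity: IMP-1 0.2 nM before substrate addition; Medium: HEPES buffer pH 7.1 with ZnSO4 and Brij 35; Incubation: 15 min enzyme–compound preincubation, then 25 min nitrocefin reaction, 25 °C; Signal: fluorescence quenching readout, ex 480/em 530 nm; Controls: DMSO with and without IMP-1; Repeats: singlicate testing.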
FID counter: fluorescent intercalator displacement, NS3 helicase counter-screen | inhibition, % at 7.9 µM | hit rate 0.17% among 290,000 | DNA fluorescent intercalator displacement, fluorescence; in the data active means inhibition above about 37%;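 further: 0% = vehicle and 100% = reference compound; higher means more ethidium bromide displaced from hairpin DNA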
HCV NS3 hel inh: inhibitors of Hepatitis C virus NS3 helicase; NS3 helicase DNA unwinding, Cy5 molecular beacon fluorescence; inhibition, % at 10.9 µM; hit rate 0.56% among 290,000;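 active means inhibition above the mean of all tested compounds plus 3 SD, set per campaign, cut at about 35% in these data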;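 further: 0% = DMSO wells and 100% = thioflavine S control wells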
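Assay system: hepatitis C virus NS3 helicase domain fragment enzyme. Also added: annealed dual-labelled DNA beacon duplex, ATP-started. Timing: 1 h reaction at 25 °C, ATP-initiated. Technique: Cy5 fluorescence at 0 and 60 min, beacon hairpin quenching. Evaluation: % inhibition of unwinding. Replication: one well per compound.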
IDE cell activ: activators of human insulin-degrading enzyme in cells; activation, % at 5.96 µM; HEK cells, FAbeta-B cleavage, fluorescence polarization; 0% vehicle, 100% cell-free pure enzyme wells; hit rate 0.073% among 340,000;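 active means activation above the mean of all tested compounds plus 3 SD, set per screening campaign, cut at about 17% in these data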
M18AAP inhibitor: blocks P. falciparum M18 aspartyl aminopeptidase | hit rate 1.2% among 290,000 | inhibition, % at 7.35 µM | AID 1822 | recombinant PfM18AAP, H-Glu-NHMec fluorogenic cleavage;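 active means inhibition above the campaign mean inhibition over all tested compounds plus 3 SD, cut at about 28% in these data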;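 further: 0% = plate median of test compound wells and 100% = 2 mM ZnCl2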
p-CIP stab down: p/CIP protein destabilization. Q05BA5. hit rate 0.01% among 290,000. F442A p/CIP-EGFP cells, EGFP fluorescence, 16 h. decrease of EGFP signal, % at 10 µM;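 active means EGFP signal decrease of at least 30% at 10 µM or well 3 SD below plate mean, unless failing retest; inactive means the rest, including hits failing retest or dose response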; further: some compounds called inactive have numbers as strong as hits; many of its hits are not listed in these tables
IDE cell inh: inhibitors of human insulin-degrading enzyme in cells; P14735; HEK cells, FAbetaB cleavage, fluorescence polarization; inhibition, % at 5.59 µM; hit rate 0.41% among 320,000; AID 434962;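 active means percent inhibition above the average of all tested compounds plus 3 SD, set per screening campaign, cut at about 16% in these data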;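 further: IDE supplied by intact live HEK cells; FP after avidin binding of uncleaved biotin substrate so inhibition keeps polarization high; 0% = DMSO wells and 100% = 60 µM reference IDE inhibitor Ii1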
VIM-2 inhibitor: inhibitors of Pseudomonas aeruginosa VIM-2 metallo-beta-lactamase. purified VIM-2, nitrocefin hydrolysis, epi-absorbance fluorescence. inhibition, % at 5.6 µM. hit rate 0.89% among 290,000. AID 1527;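 active means inhibition above the mean of all tested compounds plus 3 SD, cutoff set per screening run, cut at about 7.5% in these data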;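 further: red hydrolysis product quenches plate fluorescence so inhibitors raise well fluorescence; 0% = enzyme with DMSO and 100% = DMSO without enzyme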
UBC9 SUMO inh: inhibitors of human SUMOylation (UBC9); inhibition, % at 35 µM; hit rate 0.36% among 290,000; HTRF SUMOylation assay, SAE1/SAE2 + UBC9, in vitro; P63279; in the data active means inhibition above about 50%, passing the limit was not always enough; further: strong numbers were not always called active
An asterisk follows results filed as active; nt = not tested or not shown.

SMILES	IMP-1 inh	FID counter	HCV NS3 hel inh	IDE cell activ	M18AAP inhibitor	p-CIP stab down	IDE cell inh	VIM-2 inhibitor	UBC9 SUMO inh
O=C(Nc1ccc([N+](=O)[O-])cc1)C(Cc1ccccc1)N1C(=O)c2cccc3cccc(c23)C1=O (configuration not stated)	-3.1	0	12	0	-15	-3	-2	-2.0	16
CCc1c(C)sc(NC(=O)c2cc(C)on2)c1C#N	-1.1	-2	-1	4	12	2	4	0.3	-25
CCOP(=O)(OCC)c1nc(-c2ccccc2)oc1N1CCCCC1	-4.5	-29	8	4	7	-2	6	-4.4	16
O=C(/C=C/N1CCOCC1)c1coc2ccccc12	-0.1	-6	18	7	0	-6	7	-0.7	13
CCOc1ccc(S(=O)(=O)Nc2cc(C)ccn2)c2ccccc12	-1.6	-3	11	-1	-18	-1	0	0.1	10
O=C(Nc1cccc(C(=O)O)c1)Nc1ccccc1Cl	-1.6	-7	16	2	6	1	-4	-1.2	9
Cc1ccccc1OCCOc1cccc(/C=N/NC(=O)Cc2nnc(N)s2)c1	-3.9	-25	-5	1	4	-8	-1	-3.8	0
CC(C)COC(=O)Cc1c(O)c2ccccc2[nH]c1=O	-1.1	0	-1	0	3	-6	4	-0.8	31
C=CCOc1ccc(-c2n[nH]c(=S)o2)cc1	-4.7	-2	1	0	0	-8	2	-4.8	28
CCC(=O)Nc1cc(C(=O)NCC2CCCN2CC)c(OC)cc1N(C)C (configuration not stated)	-3.2	-2	5	-4	-3	-15	7	-1.9	13
COc1cc(C(=O)NC2CCCCC2)ccc1OC1CCN(C(C)=O)CC1	-3.5	-19	-2	1	0	-14	-3	-1.6	6
O=C(N=C1SCC(=O)N1c1ccccc1Cl)c1ccccc1	-2.1	-9	7	-10	2	-11	nt	-0.4	-10
Cc1ccc(N2C(=O)c3ccccc3C2C(=O)c2cc(C)ccc2O)cc1 (configuration not stated)	0.8	-8	8	5	55*	-4	6	0.6	4
O=C(CSc1nnc(Cc2ccccc2)o1)c1cc(F)ccc1F	-3.8	-14	2	9	4	-12	-7	-0.4	7
COc1ccc(NC(=O)OCC(C)C)cc1OC	-4.2	-6	1	2	-14	-8	0	-2.2	-2
CCc1ccc(-c2cc3c(=O)n(CC(=O)NCCCN4CCN(C)CC4)ncn3n2)cc1	0.4	24	-30	6	-7	-13	-1	3.3	nt
O=C(COc1ccc(Cl)cc1Cl)NCCSc1ccc(Cl)cc1	-0.7	0	-5	5	1	6	1	-2.1	-15
Cc1ccc(/C=C/C(=O)NCCc2c[nH]c3ccccc23)o1	-2.4	5	1	5	-5	-24	-2	2.6	22
Cc1ccc(C2(C)NC(=O)N(CC(=O)Nc3cc(C)on3)C2=O)cc1 (configuration not stated)	-2.3	-6	2	3	4	-17	0	-4.8	8
O=c1c2ccccc2c(C=Nc2ccc(Cl)cn2)c(O)n1-c1cc(Cl)ccc1N1CCOCC1	-4.0	1	0	-3	3	4	-3	-1.8	-34
CCC(=O)N1CCN(c2ccc(NC(=O)c3ccc([N+](=O)[O-])o3)cc2Cl)CC1	-1.8	-8	-11	3	-4	-1	nt	0.3	3
Cc1cccc(NC(=O)CSc2ccc(-c3cccnc3)nn2)c1	-4.0	-21	1	5	2	-13	2	-1.6	-3
O=S(=O)(Nc1ccccn1)c1cccc(S(=O)(=O)c2ccc(Br)cc2)c1	-3.3	-4	1	2	0	-10	5	-2.8	15
COC(=O)C1=C(C)Nc2ncnn2C1c1cccnc1 (configuration not stated)	-2.2	-3	-2	1	-4	-18	3	0.1	-8
COc1ccc(Cl)cc1C(=O)Nc1ccncc1	-1.3	0	-3	4	-4	-15	-6	2.3	14
COc1ccc(CN2C(=O)CSCC2=O)cc1OC	-0.7	-6	1	2	-8	-11	-6	-2.9	12
CC1SCC(NC(=O)c2ccc(Cl)cc2)CS1 (configuration not stated)	1.2	-9	-1	4	-13	-2	6	0.5	14
NS(=O)(=O)c1ccc(CCNC(=O)CNC(=O)Cc2ccccc2)cc1	-0.7	-2	-8	-2	-3	4	-1	-0.3	1
O=C(c1ccccc1)c1ccc(OCC(O)CNCc2ccc(F)cc2)cc1 (configuration not stated)	-1.3	19	-58	-3	1	-4	nt	4.8	-20
Nc1ccc(C(=O)N/N=C/c2cn(Cc3ccc(F)cc3)c3ccccc23)cc1	-3.4	-14	-4	7	-15	4	nt	-2.9	-20
COc1ccc(C2/C(=C(\O)c3ccc4c(c3)OCCO4)C(=O)C(=O)N2Cc2ccco2)c(OC)c1 (configuration not stated)	-3.5	-51	19	-4	5	3	-3	-1.5	18
CC(c1ccccc1)N1C(=O)C2C3C=CC(C4CC34)C2C1=O (configuration not stated)	-2.3	0	0	-2	-3	-6	-3	-4.3	17
N#CC1=C(N)NC(=S)C(C(N)=O)C1c1ccc([N+](=O)[O-])cc1 (configuration not stated)	-1.9	2	-7	-9	48*	9	3	-3.6	1
COc1ccc(C/C(C)=N\NC(=O)c2c[nH]c3ccccc23)cc1OC	-2.1	-7	-2	6	-72	1	-3	-2.4	15
COc1ccc(C(=O)Nc2nnc(-c3ccccc3)s2)cc1	1.0	-5	-7	-1	-1	6	nt	-0.2	10
CC(C)C(NC(=O)CNC(=O)OC(C)(C)C)C(=O)NCc1ccccc1 (configuration not stated)	-3.9	-10	3	0	-5	-19	0	-3.3	16
Cc1csc(NC(=O)C2CCCN(S(=O)(=O)c3cnc[nH]3)C2)n1 (configuration not stated)	0.1	-3	-2	1	1	5	3	-1.2	0
CCCCN(C(=O)CSc1nnc(-c2ccc(OC)cc2)n1CC)c1c(N)n(Cc2ccccc2)c(=O)[nH]c1=O	-1.9	-5	-1	1	12	-1	-1	-1.4	-3
CC(=O)Nc1ccc(S(=O)(=O)N(Cc2cccnc2)Cc2cc3ccccc3[nH]c2=O)cc1	-1.4	-20	-5	5	12	-6	0	-0.8	20
COc1ccc(NC(=S)N2CCC(NC(=O)c3ccco3)CC2)cc1	-1.7	-7	-10	6	-12	-23	1	-1.4	14
Cc1nc(Cl)c(N=Cc2cccc([N+](=O)[O-])c2)c(Cl)n1	-0.6	-3	2	2	-3	-1	-3	0.6	3
COCc1[nH][nH]c(=O)c1C=Nc1ccc(C(F)(F)F)cc1	-3.2	-1	-3	3	9	-6	-2	-1.6	6
CN(C)C(=O)Nc1ccccc1CC[N+](=O)[O-]	-3.9	4	3	0	3	3	-2	-3.2	8
CCOc1ccc(Cn2ccnc2)cc1[N+](=O)[O-]	-4.4	5	2	0	-1	2	8	-1.3	-15
CCc1ccc2nc(Nc3ccc(OC)cc3OC)c(C#N)cc2c1	-0.7	-2	-4	nt	-15	-8	6	-0.3	8
COc1ccc(C(=O)NC(=S)NNC(=O)c2ccc(NC(C)=O)cc2)cc1Br	-3.7	-1	-12	-1	-3	-14	0	-2.8	-67
CCN(CC)S(=O)(=O)c1ccc(C(=O)NNc2nc(-c3ccccc3)c3cc(Br)ccc3n2)cc1	-4.0	-5	-19	1	3	1	4	-5.0	-20
Cn1cc(S(=O)(=O)NC2CCCCCC2)c(=O)n(C)c1=O	-3.4	-4	5	6	2	-8	1	-1.7	3
CCN(CC)S(=O)(=O)c1ccc(C(=O)N2CCN=C2SC)cc1	-1.1	-4	11	1	2	-10	6	-5.8	4
CC(Oc1cc2oc(=O)c3c(c2cc1Cl)CCC3)C(=O)NCc1cccnc1 (configuration not stated)	-3.3	-36	0	1	3	10	3	11*	-3
Cc1ccc(C(=O)NCCNC(=O)c2cnccn2)cc1	-1.4	0	4	2	2	4	-1	-0.9	0
O=C(Nc1ccccc1Cl)N1CCN(c2ccc3nnc(-c4ccc(F)cc4)n3n2)CC1	-1.5	3	-3	-9	-3	-16	2	5.4	14
COCCN=c1scc(-c2ccco2)n1/N=C/c1ccc(O)c(O)c1O	1.8	-16	21	-4	36*	4	8	1.0	81
COc1ccc(NS(=O)(=O)c2ccc(NS(=O)(=O)c3cccs3)cc2)cc1	-3.5	-1	-6	4	7	-8	3	-3.4	5
C/C(=N\Nc1nnc2c3ccccc3n(C)c2n1)c1ccc(C)o1	-1.5	-10	7	-4	17	9	-5	0.4	-3
CC1CCCC(C)N1NC(=O)Cc1ccccc1 (configuration not stated)	-3.1	-2	-10	2	0	6	4	-1.6	6
CC(NC(=O)c1cccs1)c1ccc2c(c1)OCO2 (configuration not stated)	-4.0	-2	7	5	4	-4	-2	-1.1	0
O=C(NCc1ccccc1F)c1cc(=O)[nH]c2ccccc12	0.5	-6	-13	2	-7	-7	-2	-0.2	16
Cc1ccc(C(=O)N2CCN(c3cccc(C)c3C)CC2)o1	-2.0	-35	9	-3	2	0	-3	-3.7	10
COc1ccc(-c2cc(C3CCN(CC(O)C(F)(F)F)CC3)[nH]n2)cc1 (configuration not stated)	-3.0	-11	-10	1	5	-1	-2	-2.8	7

The closing 2 entries of the part above come first, to join the parts.
SMILES	IMP-1 inh	FID counter	HCV NS3 hel inh	IDE cell activ	M18AAP inhibitor	p-CIP stab down	IDE cell inh	VIM-2 inhibitor	UBC9 SUMO inh
Cc1ccc(C(=O)N2CCN(c3cccc(C)c3C)CC2)o1	-2.0	-35	9	-3	2	0	-3	-3.7	10
COc1ccc(-c2cc(C3CCN(CC(O)C(F)(F)F)CC3)[nH]n2)cc1 (configuration not stated)	-3.0	-11	-10	1	5	-1	-2	-2.8	7
CN(C)S(=O)(=O)c1ccccc1C#N	-3.9	-17	8	2	5	0	-1	-1.2	4
Cc1[nH]n(-c2ccccc2)c(=O)c1C=Nc1ccc(S(=O)(=O)N(C)C)cc1	-2.2	10	5	5	7	-8	-5	-5.9	-5
O=C(NCC1CCCO1)c1cccc(S(=O)(=O)NCc2ccccc2)c1 (configuration not stated)	0.1	-14	-6	5	-3	-8	6	-1.7	2
c1ccc(C2=Nc3c(ccc4ccccc34)C(c3ccncc3)=NN2)cc1	-2.8	-8	-5	-1	-10	3	1	-0.5	7
O=C(CSC1=NNC(c2ccccn2)S1)Nc1cccc(Cl)c1 (configuration not stated)	-0.1	0	-3	nt	16	12	4	-4.5	-98
CN(C(=O)c1cccn(Cc2ccccc2)c1=O)c1ccccc1	-1.2	-8	-1	7	-14	3	-2	-3.0	7
Cc1cc(C)cc(NC(=O)c2ccc(S(=O)(=O)N(C)CC3CCCO3)cc2)c1 (configuration not stated)	-1.4	-37	-10	3	3	4	-2	-1.6	3
CC(C)CNC(=O)c1c2c(nc3ccccc13)-c1ccccc1CC2	-0.4	-19	-1	3	-5	-8	4	-2.0	18
CCO/C=C1\C(=O)N(c2ccc(OCC)cc2)C(=O)c2ccccc21	0.1	-5	2	4	-13	-6	0	0.8	23
O=C(Nc1ccc(N2CCN(C(=O)c3cccs3)CC2)cc1)c1ccccc1F	-0.3	-23	6	2	0	-8	4	2.0	4
O=C(CCc1ccccc1)Nc1ncc2c(n1)CCCC2=O	-2.1	0	-3	2	-7	8	6	-3.0	9
